IMPase Li cell – qHTS Assay for Identifying the Cell-Membrane Permeable IMPase Inhibitors: Potentiation with Lithium; AID 1457, 2008; CHO-M1 cells, IP1 TR-FRET (IP-One), carbachol + lithium; Potency, µM (series often up to 59.4 µM), inactives show at the top dose activity, negative = IMPase inhibition, actives largely listed as inhibitors; hit rate 0.35% among 210,000;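 note: IP1 builds up when IMPase is blocked and the TR-FRET signal falls; plate controls were basal vehicle for no effect and high inhibitor control for full effect; nearly all actives have a fitted effect of over 50% in size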
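CHO-M1, 2000 cells/well, 16–30 h culture; cpd + low Li+, 30 min 37C; lysis with d2-IP1/Eu-anti-IP1 Ab, 10 min RT; TR-FRET 665/620 ratio and 620 channel; AC50 via Hill.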
Epigenetic derep – Quantitative High-Throughput Screen for Regulators of Epigenetic Control; Potency, µM (titrated, usually from 53.9 µM), inactives show at the highest dose GFP activation, hits mostly activators; hit rate 0.2% among 280,000; murine LDR cells, GFP reporter derepression, 30 h; note: % of control where 0% means no effect; nearly all actives have a fitted effect of over 60% in size
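Reporter derepression read as number of fluorescent GFP-positive objects, 20-120 um in size, counted by laser-scanning cytometer. Mouse LDR line with an epigenetically silenced CMV-GFP locus; compound incubation 30 h, 37 C.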
KinaseGlo FLuc – Counterscreen for Luciferase (Kinase-Glo TM) Inhibition | Luciferin 4-monooxygenase (Photuris pensylvanica), Q27757 | hit rate 0.28% among 200,000 | Potency, µM (doses to about 38.3 µM), without a hit: top-dose activity change, negative = inhibition, hits mostly inhibitors | AID 1379, 2008 | Kinase-Glo luciferase, ATP luminescence, 8 min; note: % is set by controls: 0 for no effect and ±100 for the full control effect; nearly all actives have a fitted effect of over 60% in size
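Luminescence was the read-out, taken after 8-minute incubation at ambient temperature. Luciferase turned over luciferin with 10 uM ATP in imidazole pH 7.2 buffer containing KCl, MgCl2, Tween 20 and BSA.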
KDM4E inh – qHTS Assay for Inhibitors of Human Jumonji Domain Containing 2E (JMJD2E); JMJD2E catalytic domain, FDH-coupled NADH fluorescence (FDH is formaldehyde dehydrogenase); Potency, µM (series often up to 57.1 µM), for inactives: top-dose activity change, negative = inhibition, usual class: inhibitors; hit rate 1.6% among 230,000; AID 2147, 2009; active = well fitted inhibition curve with a large enough effect, not every such curve was filed as active; inconclusive = small, poorly fitted or top-dose-only effect, or another doubt; inactive = no such curve, though single readings can be large or run the other way;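 note: 0% = wells with enzyme and -100% = buffer wells without enzyme; nearly all actives have a fitted effect of over 50% in size; many of its hits are not listed in these tables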
SMN2 splice up – qHTS Assay for Enhancers of SMN2 Splice Variant Expression | HEK293 SMN2-luciferase splicing reporter, luminescence, 30-36 h | Potency, µM (doses to about 46.1 µM), without a hit: at the highest dose activity change, positive = activation, usual class: activators | hit rate 2.8% among 210,000 | AID 1458, 2008; note: % of control where 0% means no effect; nearly all actives have a fitted effect of over 55% in size
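HEK293 cells carry an SMN2 minigene-luciferase reporter in which exon 7 inclusion puts luciferase in frame. Cells were seeded at 2000 cells/well, attached for 10-12 hours, then exposed to compounds for 30-36 hours at 37C before ONE-Glo luminescence.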
RGS12 GoLoco inh – qHTS Assay for Inhibitors of RGS12 GoLoco Motif Activity (Red Fluorophore); Gai1:RGS12 GoLoco peptide FP, rhodamine, 10 min; Potency, µM (top dose mostly 61.6 µM), for the others: at the highest dose activity, negative = inhibition, hits mostly inhibitors; hit rate 0.44% among 230,000; active = well fitted inhibition curve with a large enough effect, not every such curve was filed as active; inactive = no such curve, though single readings can be large or run the other way; note: % is set by controls: 0 for no effect and ±100 for the full control effect; nearly all actives have a fitted effect of over 30% in size; many of its hits are not listed in these tables
RECQ1 inh – qHTS Assay for Inhibitors of RecQ-Like Dna Helicase 1 (RECQ1); RECQ1 DNA unwinding, red fluorescence kinetic read; hit rate 0.54% among 240,000; Potency, µM (doses to about 57.3 µM), inactives show at the top dose activity, negative = inhibition, usual class: inhibitors; ATP-dependent DNA helicase Q1 (Homo sapiens), P46063;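 note: plate controls were vehicle for no effect and no enzyme for full effect; nearly all actives have a fitted effect of over 30% in size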
Target sequence (P46063 whole entry, looked up): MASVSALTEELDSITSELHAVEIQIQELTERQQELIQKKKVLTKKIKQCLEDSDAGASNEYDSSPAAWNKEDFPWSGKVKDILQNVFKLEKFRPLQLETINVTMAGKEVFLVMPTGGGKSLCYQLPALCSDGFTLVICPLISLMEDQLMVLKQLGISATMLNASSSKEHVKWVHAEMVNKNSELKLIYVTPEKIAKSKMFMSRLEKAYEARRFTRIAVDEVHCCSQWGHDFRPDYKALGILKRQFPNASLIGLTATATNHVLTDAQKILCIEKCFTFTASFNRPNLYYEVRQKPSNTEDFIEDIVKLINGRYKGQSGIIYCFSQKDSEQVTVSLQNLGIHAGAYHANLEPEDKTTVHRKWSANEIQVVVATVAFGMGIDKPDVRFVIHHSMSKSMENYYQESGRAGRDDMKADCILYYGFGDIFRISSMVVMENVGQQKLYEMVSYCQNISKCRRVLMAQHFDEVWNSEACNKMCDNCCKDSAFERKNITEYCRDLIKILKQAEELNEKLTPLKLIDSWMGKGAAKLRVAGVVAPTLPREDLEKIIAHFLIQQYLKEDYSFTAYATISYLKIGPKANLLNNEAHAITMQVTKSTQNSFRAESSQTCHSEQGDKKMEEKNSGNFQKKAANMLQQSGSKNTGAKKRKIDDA
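RECQ1T1 50 nM; forked duplex (20 bp + 30-nt ss tails) 200 nM, ATP 2 mM final; pH 8.0, 2 mM MgCl2, 2.5 ug/ml poly(dI-dC); 15 min compound preincubation; discontinuous kinetic read over 2 h at RT.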
NPSR antag – qHTS Assay for Antagonists of the Neuropeptide S Receptor: cAMP Signal Transduction; Q6W5P4; CHO-NPSR cells, cAMP TR-FRET, antagonist mode; Potency, µM (highest dose often 38.3 µM), for inactives: at the highest dose activity change, negative = inhibition, actives largely listed as inhibitors; hit rate 1% among 220,000; note: % is set by controls: 0 for no effect and ±100 for the full control effect; nearly all actives have a fitted effect of over 50% in size; many of its hits are not listed in these tables
Target sequence (Q6W5P4 whole entry, looked up): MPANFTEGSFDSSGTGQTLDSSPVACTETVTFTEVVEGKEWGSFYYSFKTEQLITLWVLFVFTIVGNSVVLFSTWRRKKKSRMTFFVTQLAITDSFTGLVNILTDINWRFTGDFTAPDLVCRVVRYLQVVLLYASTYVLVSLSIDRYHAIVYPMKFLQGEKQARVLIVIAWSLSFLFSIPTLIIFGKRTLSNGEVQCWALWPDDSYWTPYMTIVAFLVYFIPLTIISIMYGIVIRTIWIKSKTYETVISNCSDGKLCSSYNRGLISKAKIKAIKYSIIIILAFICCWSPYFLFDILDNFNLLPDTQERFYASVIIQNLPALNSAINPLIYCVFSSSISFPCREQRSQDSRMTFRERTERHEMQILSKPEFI
The depositor's hits bear a star; i = inactive; ? = inconclusive; nt = no result given; [ ] = another dose, or the depositor's remark. Unless noted, calls come from the whole dose curve; as a rule, active = well fitted curve in the direction sought with a large enough effect; inconclusive = small, poorly fitted or top-dose-only effect, or another doubt; inactive = no such curve, though single readings can be large; an effect the other way counts as inactive or inconclusive. Potency is the fitted concentration of half-maximal effect.

SMILES	IMPase Li cell	Epigenetic derep	KinaseGlo FLuc	KDM4E inh	SMN2 splice up	RGS12 GoLoco inh	RECQ1 inh	NPSR antag
O=C(Nc1ccc(N2CCOCC2)cc1)c1cccc(S(=O)(=O)N2CCCCC2)c1	15.9%[38.3 µM]	17.3%	5.9%	8.7%	-37.8%[inhibitor]	-28.1%	5.7%	-8.8%[46.1 µM]
Cc1c(Cl)cccc1NC(=O)CC1SCCNC1=O (stereo unspecified)	32.6%[activator][38.3 µM]	-1.1%	4.0%	8.2%	14.9%	0.1%	-9.7%	-6.5%[46.1 µM]
Cc1ccc(C(=O)OC2CCN(c3ccc([N+](=O)[O-])cc3)CC2)cc1	-2.3%[38.3 µM]	-1.0%	6.4%	-3.5%	-11.9%	5.3%	10.3%	5.0%[46.1 µM]
CCCC(=N)C1=C(O)CC(CC(C)SCC)CC1=O (stereo unspecified)	-11.8%[38.3 µM]	-2.1%	0.6%	3.2%	-17.3%	7.5%	11.0%	8.5%[46.1 µM]
O=[N+]([O-])c1cc(-c2ncccn2)cs1	3.1%	-1.0%	-2.1%	-6.7%	22.6%	-2.9%	-5.0%	3.6%
CCCC(=O)Nc1cccc(NC(=O)c2ccc(C)c([N+](=O)[O-])c2)c1	nt	-1.1%	nt	8.0%	nt	nt	-10.3%	-4.7%[46.1 µM]
Fc1ccc(N2CCN(/C=C/c3nnnn3-c3ccccc3)CC2)cc1	-0.4%	-0.9%	1.2%	1.3%	?	26.8%	5.0%	-1.4%
CCOc1cccc(CNCCSc2nnnn2C)c1	2.4%	1.5%	-5.3%	7.0%	nt	7.0%	i	-11.2%
CNC(=O)c1ccc(-n2nc(C)cc2-c2ccccc2)cc1	-1.8%[38.3 µM]	-0.4%	-6.6%	-2.7%	-2.3%	3.7%	-2.9%	-16.1%[46.1 µM]
COc1ccccc1-c1cc(C(=O)Nc2cccnc2)no1	-2.9%[38.3 µM]	4.6%	-11.5%	-24.3%	26.7%	16.5%	-3.3%	22.4%[46.1 µM]
Cc1ccc(CSCCNS(C)(=O)=O)cc1	32.8%[38.3 µM]	-1.1%	0.9%	0.7%	28.2%	6.5%	?	-3.5%[46.1 µM]
O=C(O)c1ccc2c(=O)[nH]c(CCl)nc2c1	-3.7%	-0.1%	0.0%	?	2.6%	2.5%	?	3.4%
Cc1ccc(NC(=S)NNc2ncc(C(F)(F)F)cc2Cl)cc1	-4.7%	1.0%	0.2%	-9.8%	-10.7%	7.4%	-10.6%	-8.8%[46.1 µM]
CCCOc1ccccc1C1NC(=O)NC(C)=C1C(=O)OCCOCC (stereo unspecified)	-4.8%[38.3 µM]	-5.0%	-0.3%	5.4%	-16.1%	7.8%	i	4.6%[46.1 µM]
O=C(Nc1nc(C2C3CC4CC(C3)CC2C4)cs1)c1cc2cc([N+](=O)[O-])ccc2oc1=O (stereo unspecified)	-1.3%	-0.9%	1.8%	-1.4%	1.7%	6.9%	-15.2%	-4.0%[46.1 µM]
COc1cc2c(cc1NC(=O)Nc1ccc(C)cc1)oc1ccccc12	17.4%[38.3 µM]	1.6%	0.7%	-27.1%	-7.8%	-9.2%	-9.6%	-22.2%[46.1 µM]
Cc1ccc(NC(=O)CCC(=O)c2ccc(F)cc2)cc1Cl	4.9%[38.3 µM]	-0.3%	-2.0%	10.5%	7.6%	0.1%	i	-8.3%[46.1 µM]
Cn1c(=O)c2c(ncn2CC(=O)OCC(=O)Nc2ccccc2)n(C)c1=O	3.7%	1.1%	-4.1%	11.6%	6.5%	6.3%	i	8.6%
O=S(=O)(Nc1cccc(-c2nc3cccnc3s2)c1)c1cccs1	nt	0.9%	nt	0.2%	nt	4.0%	5.9%	-37.2%
O=C(CCN1CCN(c2ccccc2F)CC1)Nc1ccccc1F	0.8%[38.3 µM]	-1.1%	-2.3%	-2.1%	7.0%	-1.8%	-9.8%	-15.6%[46.1 µM]
COCCOC(=O)/C=C1/NC(=O)CS1	-4.5%	0.0%	0.7%	14.2%	?	-1.0%	-5.2%	-7.3%[46.1 µM]
COc1cccc(C(=O)Nc2cccc(-c3ccc4nncn4n3)c2)c1OC	-8.0%	-2.0%	1.8%	3.7%	-13.7%	14.4%	-3.4%	21.5%
CCCCN(C(=O)c1ccc2c(c1)OCO2)c1ccccc1	23.7%	-0.5%	5.5%	1.3%	nt	-1.4%	-6.4%	45.3%
CC(c1ccco1)N(C(=O)c1cccs1)c1ccccn1 (stereo unspecified)	-3.8%[38.3 µM]	-0.2%	8.3%	1.8%	2.2%	3.1%	i	-5.8%[46.1 µM]
CCN(CC)C(=O)n1cnc(-c2ccccc2)c1-c1ccccc1	3.1%	1.1%	1.2%	-24.5%	-23.9%	-0.8%	-0.3%	-57.5%

Other entries:
SMILES	IMPase Li cell	Epigenetic derep	KinaseGlo FLuc	KDM4E inh	SMN2 splice up	RGS12 GoLoco inh	RECQ1 inh	NPSR antag
CCSCCc1nnc(NC(=O)Nc2cccc(C(F)(F)F)c2)s1	2.7%	2.0%	1.2%	6.9%	-70.2%[inhibitor]	4.1%	-1.9%	-35.9%
O=C(O)c1ccc(-n2nnnc2Oc2ccccc2C(=O)N2CCOCC2)cc1	8.6%[38.3 µM]	3.6%	3.6%	-1.3%	2.2%	0.7%	-13.6%	-5.9%[46.1 µM]
O=C(Cn1cc2c(n1)CCCCC2)Nc1ccccc1Br	nt	0.1%	nt	-1.1%	nt	7.9%	i	-4.2%
CC(C(=O)OCc1nnc(-c2ccccc2)o1)N1C(=O)C2CCCCC2C1=O (stereo unspecified)	19.0%	0.0%	-7.5%	?	16.2%	39.0%[activator]	-6.7%	-42.1%
O=[N+]([O-])c1cccc(/C=C2\CCC(/C=N/Nc3ccc4ccccc4n3)=C2N2CCOCC2)c1	-0.7%	1.0%	-1.3%	-2.8%	-2.1%	13.8%	1.5%	-11.6%
OCCSCc1cc(Cl)cc(Cl)c1O	-0.4%	nt	-3.8%[7.66 µM]	nt	-7.0%[9.22 µM]	-0.7%[14.2 µM]	nt	nt
COc1cc2nc(N3CCN(C(=O)OCc4ccccc4)C(C(=O)NC(C)(C)C)C3)nc(N)c2cc1OC (stereo unspecified)	16.2%	-0.2%	-4.2%	?	18.1%	-13.1%	0.4%	12.6µM*
COc1ccccc1CN1CCCC2(CCN(C(=O)c3cc(C(F)(F)F)cc(C(F)(F)F)c3)CC2)C1	27.9%	nt	-2.2%	nt	-4.6%	8.3%	-5.1%	nt
CCOc1ccc(S(=O)(=O)N2CCN(C(=O)c3cccn3C)CC2)cc1	13.7%[38.3 µM]	0.0%	-2.0%	-1.1%	-23.3%	-9.0%	-11.8%	-16.2%[46.1 µM]
C/C(=N\NC(=O)C1CCCN(S(=O)(=O)c2ccccc2)C1)c1cccnc1 (stereo unspecified)	20.0%[38.3 µM]	-0.8%	6.4%	3.2%	-4.0%	4.2%	6.8%	-15.1%[46.1 µM]
CC(C)N(CCO)C(=O)CCc1nnc(Cc2cccc(C(F)(F)F)c2)o1	-3.6%	-2.6%	-0.8%	-0.9%	nt	1.7%	-0.1%	4.2%
Cc1ccc(-c2cc(C(F)(F)F)n3ncc(C(=O)N4CCCc5ccccc54)c3n2)cc1	23.0%	-0.8%	-0.1%	-0.9%	-15.8%	-1.0%	i	-13.3%[46.1 µM]
O=C(Nc1ccccc1N1CCCCC1)c1ccccc1F	24.1%[38.3 µM]	0.0%	-2.3%	-5.7%	-16.7%	1.7%	-7.0%	?
CCCc1nc(Cl)c(C#N)c2c1CCCC2	-6.1%	-0.9%	1.0%	-1.3%	-14.0%	2.1%	-1.7%	-12.2%
CCc1nnc(NS(=O)(=O)c2ccc(N/C=C\C(=O)c3cccc(OC)c3)cc2)s1	14.6%	-1.1%	-0.4%	-26.6%	2.8%	7.5%	i	-46.7%
Cc1nc(-c2coc3c(CN(C)C)c(O)ccc3c2=O)cs1	-25.5%[38.3 µM]	2.4%	5.8%	28.2µM*	-1.5%	58.2%	17.5%	-7.4%[46.1 µM]
CCc1ccccc1NC(=O)COc1ccc(C(=S)N2CCCC2)cc1	8.3%	-0.2%	-1.0%	-4.3%	3.5%	11.2%	i	-13.1%
COc1ccc(OC)c(-n2nnnc2SCC(=O)NCCc2ccccc2)c1	8.7%[38.3 µM]	-2.2%	-3.9%	0.7%	10.5%	5.1%	-2.2%	-9.9%[46.1 µM]
COc1ccc(NC(=O)COC(=O)Cc2c[nH]c3ccccc23)cc1OC	-4.0%	-1.3%	2.8%	17.1%	10.4%	7.5%	-8.9%	1.2%
Cc1cc(C)n(CC(=O)N2c3ccccc3Sc3ccccc32)n1	7.9%[38.3 µM]	-0.8%	2.0%	3.8%	-6.0%	4.4%	-12.9%	-24.2%[46.1 µM]
Cc1cc(C)n(-c2ccc(C(=O)Nc3cccc(S(=O)(=O)N4CCCC4)c3)cc2)n1	26.0%	-0.2%	0.0%	3.5%	-67.6%[inhibitor]	2.2%	i	-14.5%
Cc1ccc(OCc2ccoc2C(=O)O)cc1C	3.6%[38.3 µM]	-1.0%	-3.3%	3.8%	3.3%	0.5%	-11.2%	-6.0%[46.1 µM]
N#Cc1c(NC(=O)CSc2n[nH]c(Cc3ccccc3)n2)oc(-c2ccccc2)c1-c1ccccc1	15.9%[38.3 µM]	-6.2%	-5.7%	-2.1%	-15.7%	-1.0%	-16.9%	-16.5%[46.1 µM]
Cc1ccccc1OCCN(C#N)c1nc(N(C)C)nc(N(C)C)n1	10.7%	1.4%	-5.2%	-16.5%	nt	1.0%	-0.1%	?
CCOc1cccc2oc(-c3ccccc3Cl)cc(=O)c12	20.8%	7.7%	-20.6%[39.9 µM]	nt	nt	3.0%[88.7 µM]	-14.8%[81.1 µM]	nt
Cc1cccc(-c2nnc(SCc3nc4ccccc4[nH]3)n2Cc2ccco2)c1	nt	-1.8%	nt	2.6%	nt	nt	-4.9%	-15.4%[46.1 µM]

Screening data: PubChem, National Center for Advancing Translational Sciences (NCATS)

Not all compounds are listed; count on the stated rates, not on these rows.
